BioA inh = blocks M. tuberculosis BioA enzyme activity; purified M. tuberculosis BioA enzyme, plate reader; inhibition, % at 9.99 µM; 0.096% of 360,000 active; in the data active means inhibition above about 40%; inconclusive means no clear call, values can overlap the other calls
Mtb FBA inh = inhibits M. tuberculosis FBA enzyme; inhibition, % at 1 µM; P9WQA3; purified M. tuberculosis FBA, fluorescence read-out; 2.3% of 360,000 active; AID 588726; in the data active means inhibition above about 27%;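 further: 0% = vehicle and 100% = reference inhibitor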
Target sequence (P9WQA3 whole entry, looked up): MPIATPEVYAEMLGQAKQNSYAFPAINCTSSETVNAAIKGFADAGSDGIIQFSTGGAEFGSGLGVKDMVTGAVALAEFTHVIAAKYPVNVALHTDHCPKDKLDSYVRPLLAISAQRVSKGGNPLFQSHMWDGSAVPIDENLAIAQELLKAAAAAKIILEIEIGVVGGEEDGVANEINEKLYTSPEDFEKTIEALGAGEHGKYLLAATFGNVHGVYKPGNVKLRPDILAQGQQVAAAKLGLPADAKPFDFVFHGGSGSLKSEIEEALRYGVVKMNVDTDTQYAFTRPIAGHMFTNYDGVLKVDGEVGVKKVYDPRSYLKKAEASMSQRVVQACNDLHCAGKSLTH
FadD28 binding = M. tuberculosis FadD28 bisubstrate binding inhibition; FadD28 bisubstrate probe binding, fluorescence polarization; inhibition, % at 12.5 µM; 0.22% of 360,000 active; AID 588549; in the data active means inhibition above about 8.5%, passing the limit was not always enough; inconclusive means no clear call, values can overlap the other calls
MazF activator = activators of E. coli MazEF toxin-antitoxin RNase; P0AE70; activation, % at 20 µM; FAM/BHQ RNA-DNA oligo cleavage fluorescence, 5 h; 0.32% of 350,000 active; in the data active means activation above about 50%
Target sequence (P0AE70 whole entry, looked up): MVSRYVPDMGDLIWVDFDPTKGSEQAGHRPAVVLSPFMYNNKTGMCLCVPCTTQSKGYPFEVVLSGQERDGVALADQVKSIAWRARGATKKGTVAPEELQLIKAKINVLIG
UGM FP inh = Mtb UDP-galactopyranose mutase inhibition | P9WIQ1 | purified UGM, fluorescence polarization probe displacement | inhibition, % at 10 µM | 0.06% of 320,000 active | AID 504406; in the data active means inhibition above about 10%, passing the limit was not always enough; inconclusive means no clear call, values can overlap the other calls
GDH-TPI counter = inhibits GDH-TPI coupling enzymes, artifact for Mtb FBA screen; GDH-TPI coupled enzyme counterscreen, NADH absorbance; inhibition, % at 4.8 µM; 1.2% of 360,000 active; AID 588335; in the data active means inhibition above about 30%;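 further: 0% = DMSO wells and 100% = wells lacking the enzyme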
PrPC surface inh = inhibitors of human cell surface prion protein PrPC; P04156; TR-FRET read-out; inhibition, % at 13.8 µM; 0.43% of 370,000 active; AID 720596; in the data active means inhibition above about 24%; further: 0% = median of the test wells and 100% = reference compound wells
Rv3671c protease = inhibits the M. tuberculosis serine protease Rv3671c | inhibition, % at 5.96 µM | P9WHR9 | 0.048% of 320,000 active; in the data active means inhibition above about 38%;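 further: extracellular domain of Rv3671c used as enzyme; 0% = enzyme with DMSO and 100% = no enzyme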
Target sequence (P9WHR9 whole entry, looked up, the tested form may be a part): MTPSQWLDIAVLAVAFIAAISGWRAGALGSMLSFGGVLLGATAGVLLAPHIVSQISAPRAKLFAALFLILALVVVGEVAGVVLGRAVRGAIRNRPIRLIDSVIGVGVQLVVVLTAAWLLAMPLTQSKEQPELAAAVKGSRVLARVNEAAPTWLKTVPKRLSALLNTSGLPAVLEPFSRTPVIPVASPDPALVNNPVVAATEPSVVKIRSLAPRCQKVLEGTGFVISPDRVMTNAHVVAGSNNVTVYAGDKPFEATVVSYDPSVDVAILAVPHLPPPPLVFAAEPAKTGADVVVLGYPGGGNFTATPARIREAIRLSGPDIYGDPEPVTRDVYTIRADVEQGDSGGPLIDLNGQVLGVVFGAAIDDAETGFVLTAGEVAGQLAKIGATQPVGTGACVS
BoNT-F LC inh = inhibitors of Botulinum neurotoxin F light chain protease | Multiplex microsphere protease cleavage assay, flow cytometry | 0.22% of 360,000 active | inhibition, % at 10 µM; in the data active means inhibition above about 35%, passing the limit was not always enough; inconclusive means no clear call, values can overlap the other calls; further: plate controls were buffer without enzyme for full effect and enzyme alone for no effect
Numbers without * were called inactive; ? = inconclusive; . = not tested or not shown; & = joins results of further samples.

SMILES	BioA inh	Mtb FBA inh	FadD28 binding	MazF activator	UGM FP inh	GDH-TPI counter	PrPC surface inh	Rv3671c protease	BoNT-F LC inh
CC1CCCN(CC(=O)N2CCCc3ccccc32)C1 (stereo not given)	-2.2	2	-0.7	2	1.9	2	1	7	3
CCNC(=S)Nc1cccc(Cl)c1C	-4.6	-1	-0.3	-1	-0.4	-3	-1	9	0
O=C(c1cc2c([nH]c1=O)CCCC2)N1CCc2c([nH]c3ccccc23)C1c1ccccc1F (stereo not given)	.	-1	-1.1	-5	0.6	-1	-3	-1	-3
COC(=O)C1=C(c2ccc(-c3ccccc3)c(F)c2)C[C@@H]2CC[C@H]1N2C(=O)NCCc1ccccc1	-1.2	-3	-2.8	-5	-0.6	-2	13	-5	6
COCCCNC(=O)CN(Cc1ccc(Cl)cc1)S(C)(=O)=O	-1.4	5	-1.2	5	-0.3	-2	-6	-6	0
CCn1c2ccccc2c2cc(CN3CCN(C(=O)c4ccco4)CC3)ccc21	1.1	0	-2.7	-4	-0.2	6	-1	-2	-18
Cc1cc(S(=O)(=O)N2CCC(NC(=O)C34CC5CC(CC(C5)C3)C4)CC2)ccc1-n1cnnn1	-1.5	0	-2.6	5	0.0	-8	-4	2	-21
CC(=O)Nc1ccc(S(=O)(=O)N(C)CC(=O)OCC(=O)N2CCCCC2)cc1	.	0	-3.1	5	-2.7	-3	5	-6	8
COc1cccc(/C=C2\SC(=S)N(NS(=O)(=O)c3ccccc3)C2=O)c1OC	0.7	-3	-1.9	9	1.3	29	-2	-11	-15
C=CCn1c2ccccc2c2nnc(SCCN3CCOCC3)nc21	1.8	0	-3.6	8	-1.2	4	-5	4	0
N#Cc1ccccc1NC(=O)CC1c2ccccc2Oc2ccccc21	1.4	0	-1.2	7	0.4	10	0	-7	8
CCOC(=O)C1=C(Cn2cnc3ccccc32)NC(=O)NC1c1ccc(Cl)cc1 (stereo not given)	0.2	1	-3.5	-6	-0.4	1	0	-11	-9
N/C(COc1ncn(-c2ccccc2)n1)=N\S(=O)(=O)c1ccccc1	.	2	0.5	12	-0.4	8	-5	-5	-1
CCOc1ccc(NC(=O)CN(C)CC(=O)NC2CCCc3ccccc32)cc1OCC (stereo not given)	-1.1	2	-3.8	5	0.5	2	4	4	-47
COCC(C)n1c(SCC(=O)Nc2cc(C)on2)nc2ccccc2c1=O (stereo not given)	0.6	-2	-2.6	-2	.	-3	-9	.	-4
CCN(CC)CCN(Cc1cc2ccc(C)c(C)c2[nH]c1=O)C(=S)NCc1ccco1	.	4	-3.0	7	-2.4	7	-3	10	-4
CC1=NN(C(=O)CCc2ccccc2)C(c2ccccc2)C1 (stereo not given)	.	-5	-3.9	1	-1.4	-6	4	-11	-1
CSc1ncc(CN2CCc3c([nH]c4ccccc34)C2c2cccc(O)c2)cn1 (stereo not given)	.	-4	-2.6	6	1.0	-5	2	-2	-4
OCCNCCNCc1ccccc1OCc1ccccc1	-0.5	-1	-2.8	-3	1.3	3	-3	1	0
CCNC(=S)N1CCN(c2ccccn2)CC1	.	2	-1.5	1	0.0	5	1	-3	-5
COc1ccc(S(=O)(=O)N(C)CC(=O)N2CCC(C(N)=O)CC2)cc1Cl	0.3	5	-1.2	-36	1.8	-1	6	-2	-5
Cc1ccc(S(=O)(=O)NCCC(=O)Nc2ccc3c(c2)OCO3)cc1	0.6	-2	0.1	-4	0.0	4	1	0	-1
COc1ccc(-c2noc(COC(=O)c3ccco3)n2)cc1OC	0.7	-3	-1.6	4	-1.0	1	-2	-9	5
O=[N+]([O-])c1ccccc1S(=O)c1ccccc1[N+](=O)[O-]	.	2	-3.8	.	.	.	-9	.	4
O=C(NNC(=O)C1CCN(c2ncccn2)CC1)c1ccncc1	.	3	-1.7	-6	-1.4	4	-5	4	-13
CC(C)(C)C1CCc2[nH]c3ccccc3c(=O)c2C1 (stereo not given)	0.8	2	0.4	2	2.0	18	7	-1	2
C(=Cc1cccnc1)c1ccncc1	0.0	-2	-3.8	6	.	1	-20	.	-5
COc1cccc(NC(=O)CSc2nc3ccccc3c(=O)n2C)c1	0.1	-2	-1.5	6	0.6	14	6	-2	?
O=C(N/C(=C\c1ccc(Br)cc1)c1nc2ccccc2[nH]1)c1ccco1	-1.0	2	-0.9	20	0.9	47*	10	8	6
COc1nnc(-c2ccc(C)c(S(N)(=O)=O)c2)c2ccccc12	-0.9	1	-2.4	6	-0.1	-6	1	-8	-3
CCOc1ccc(NC(=O)c2cn(-c3ccc(OCC)cc3)c(=O)c3cc(OC)c(OC)cc23)cc1	.	3	-2.3	-2	-0.1	-2	5	-13	9
O=C(NCc1cc(C(F)(F)F)ccc1Cl)c1cccc2c1C(=O)c1ccc(N3CCC(N4CCCCC4)CC3)cc1S2(=O)=O	-9.6	-5	-2.7	-218	.	9	46*	.	-10
S=C(NCCc1ccccn1)Nc1ccc(Cl)cc1Cl	.	1	-3.9	1	-2.5	-3	8	6	2
CC(O)CNCCOc1ccccc1OCc1ccccc1 (stereo not given)	.	4	-2.2	4	1.3	2	-6	6	-10
CCc1nn2c(N3CCOCC3)cc(C)nc2c1-c1ccc(F)cc1	-5.5	-1	-1.3	13	-0.8	17	3	-8	-20
Cc1ccc(S(=O)(=O)NCc2ccccc2)cc1C(=O)NCC(C)(C)N1CCOCC1	-0.4	-1	-3.3	4	1.8	-2	0	2	1
Cc1cccc(C(=O)NC2CCN(CC(=O)Nc3ccc4c(c3)OCO4)CC2)c1	2.5	0	-2.3	3	-0.9	0	9	3	-3
CCc1nnc(NC(=O)C(c2ccccc2)c2ccccc2)s1	-0.7	-3	-1.3	3	-0.3	-5	10	-2	11
COC(=O)C(C)Sc1nnc(SC(C)C(=O)OC)s1 (stereo not given)	-0.9	-2	-3.4	-1	1.7	-8	0	7	-3
C[C@H](CO)N1C[C@H](C)[C@@H](CN(C)Cc2ccncc2)OCc2cnnn2CCCC1=O	-3.2&-1.5&-1.5	3	1.9	13	.	10	7	.	7
Cc1occc1C(=O)NNC(=O)c1ccc(F)cc1	-0.8	1	-4.1	5	-1.1	-6	-7	8	-5
CC(=O)NCc1ccc(S(=O)(=O)N2CCN(c3ccccn3)CC2)cc1	-0.9	2	-0.2	-4	0.6	-1	5	3	-1
O=C(Cc1ccc(F)cc1)Nc1c(C(=O)N2CCN(c3ncccn3)CC2)oc2ccccc12	-0.3	0	-0.3	3	-1.8	-2	0	2	5
Cc1cc(C)n(-c2ccc(C(=O)OCC(=O)Nc3ccc(S(=O)(=O)N4CCCCC4)cc3)cc2)n1	-0.7	-1	1.4	-2	1.5	13	.	-52	-8
COc1ccc(OC)c(N/C=C2/CCCCC2=O)c1	-0.5	-5	-2.8	-2	-1.2	7	-4	2	-7
Nc1nnc(CC(=O)N/N=C/c2cccc(OCCOc3ccccc3)c2)s1	-2.0	-2	-3.6	5	2.7	-1	-5	-37	9
COc1ccc(CCNc2ccc(C(CC(N)=O)NC(=O)c3cc(OC)ccc3OC)cc2[N+](=O)[O-])cc1 (stereo not given)	13	3	-3.3	2	-0.3	-5	-28	1	1
COc1cccc(CNS(=O)(=O)c2ccc3c(c2)CCN3C(=O)C2CC2)c1	.	0	-5.4	5	0.0	-9	12	-2	4
O=[N+]([O-])c1ccc(CNc2cccc(F)c2)s1	0.1	2	-7.3	13	-2.1	9	1	0	0
COc1cc(OC)cc(-c2c(-c3cccs3)c3cc(-c4ccc5c(c4)OCO5)ccc3n2C)c1	-0.9	7	-2.3	-6	-1.6	8	1	0	-8
Cn1c(=O)c2[nH]c(C3CC4CCC3C4)nc2n(C)c1=O (stereo not given)	.	0	0.5	5	.	11	2	.	-4
CC1(C)CC(=O)C(C(C2=C(O)CC(C)(C)CC2=O)c2ccc(Cl)c([N+](=O)[O-])c2)C(=O)C1 (stereo not given)	.	1	1.1	2	1.2	6	0	-1	-4
CCOC(=O)C1CCCN(S(=O)(=O)c2ccc(C)cc2)C1 (stereo not given)	0.7	-5	-1.3	7	0.7	2	1	0	4
O=C(Nc1ccccc1)c1cc(C2CCCN(C(=O)C3CC3)C2)on1 (stereo not given)	0.5	-5	-3.0	.	.	9	9	.	-1
CCc1ccc(NC(=S)N(Cc2cccnc2)Cc2ccco2)cc1	0.1	7	-1.8	1	0.4	17	8	1	-4
O=C(NN=C(c1ccccc1)c1ccccn1)c1ccccc1	.	-3	-4.2	6	1.7	8	3	6	-13
COc1ccc(C2c3cc(OC)c(OC)cc3CCN2C(=O)c2ccccc2)cc1OC (stereo not given)	2.7	3	1.0	-5	-1.5	4	10	-1	22
CN(Cc1ccccc1)C(=O)CCCn1c(=O)[nH]c2cc(Cl)ccc2c1=O	-0.1	0	0.5	15	-1.2	14	0	3	2
O=C(Nc1ccccc1C(=O)O)c1ccc(NC(=O)c2ccc(Br)o2)cc1	.	5	-14	-4	3.2	22	.	-13	-1
O=C(CN1C(=O)NC2(CCCC2)C1=O)OCC(=O)c1cccc(Cl)c1	2.4	-1	-2.3	6	.	-2	2	.	11

(list continues)
SMILES	BioA inh	Mtb FBA inh	FadD28 binding	MazF activator	UGM FP inh	GDH-TPI counter	PrPC surface inh	Rv3671c protease	BoNT-F LC inh
OC(c1ccc(Cl)cc1)C(O)c1nc2ccccc2[nH]1 (stereo not given)	-0.4	-1	-3.1	3	2.0	-6	1	4	-9
CCOc1ccc(-c2nnc(-c3ccco3)o2)cc1OCC	0.5	74*	1.2	-1	1.0	8	-6	0	10
CC(=O)NC(CC(C)C)C(=O)NC(=O)NCc1ccccc1 (stereo not given)	2.7	-1	0.5	-1	0.3	-6	-1	1	1
Cc1csc(CNc2ncnc3ccc(-c4ccccc4Cl)cc23)c1	-0.7	0	-7.4	8	-2.1	11	-1	-28	1
COc1cc2cc(C)c3nnc(SCC(=O)Nc4cc(C)on4)n3c2cc1OC	.	-6	-3.7	-7	-0.5	-4	1	4	3
O=C(CSCc1ccc(Cl)cc1)NCc1ccccn1	.	-4	1.3	-18	-1.8	0	0	-5	-2
COc1ccc(C(C(=O)NC(C)(C)C)N(C(=O)CCC(=O)Nc2cc(C)on2)c2cccc(F)c2)cc1 (stereo not given)	1.9	0	-1.3	5	-1.4	-8	0	-1	-4
CCOC(=O)c1sc(NC(=O)CSc2nc(-c3ccco3)cc(C(F)(F)F)n2)c(C(=O)OCC)c1C	-0.9	0	-4.5	-8	.	3	0	.	3
CN(CCOc1ccccc1)C(=O)CCc1c[nH]c2ccccc12	1.2	-2	.	-4	0.1	11	2	8	14
O=C(C[C@@H]1C/C=C\C[C@H](NC(=O)OCC2c3ccccc3-c3ccccc32)C(=O)OC[C@H]2CCCN2C1=O)N[C@@H](CO)Cc1ccccc1	0.5	0	-4.8	-1	-0.1	14	-7	-1	-6
NC(=S)Nc1nc2ccccc2s1	.	2	-1.9	-5	-1.6	-4	8	-2	-5
CCn1nnnc1SCC(=O)Nc1cc(C)on1	-2.0	1	-0.8	2	2.7	1	-6	1	-6
Cc1cccc(Nc2nc3c(c(=O)n(C)c(=O)n3C)n2Cc2ccccc2)c1	.	2	0.3	8	.	7	1	.	2
N#C/C(=N\Nc1ccc(Cl)cc1)C(=N)N1CCCCC1	.	-3	-1.8	6	-0.5	7	-7	4	-9
CC1=C(C(=O)N2CCOCC2)CC(CC(=O)NC2CCCCC2)C(=O)N1Cc1ccccc1 (stereo not given)	0.5	0	-0.7	6	.	9	-6	.	-2

Complete entries, quoted from the list. Values in the order: BioA inh	Mtb FBA inh	FadD28 binding	MazF activator	UGM FP inh	GDH-TPI counter	PrPC surface inh	Rv3671c protease	BoNT-F LC inh
Cc1occc1C(=O)NNC(=O)c1ccc(F)cc1 in the list: -0.8	1	-4.1	5	-1.1	-6	-7	8	-5
COc1cccc(/C=C2\SC(=S)N(NS(=O)(=O)c3ccccc3)C2=O)c1OC in the list: 0.7	-3	-1.9	9	1.3	29	-2	-11	-15
COc1cc2cc(C)c3nnc(SCC(=O)Nc4cc(C)on4)n3c2cc1OC in the list: .	-6	-3.7	-7	-0.5	-4	1	4	3
C=CCn1c2ccccc2c2nnc(SCCN3CCOCC3)nc21 in the list: 1.8	0	-3.6	8	-1.2	4	-5	4	0
COc1ccc(C2c3cc(OC)c(OC)cc3CCN2C(=O)c2ccccc2)cc1OC (stereo not given) in the list: 2.7	3	1.0	-5	-1.5	4	10	-1	22

Screening results: PubChem, several laboratories
